High-throughput results deposited in PubChem by National Center for Advancing Translational Sciences (NCATS).
KDM5B inh: KDM5B demethylase inhibition | actives 2.6% (n = 220,000) | KDM5B demethylase, FDH-coupled NADH fluorescence (FDH is formaldehyde dehydrogenase) | Q9UGL1 | AID 1347165 | Potency, µM (doses to about 57.7 µM), without a hit: at the top dose activity change, negative = inhibition, hits mostly inhibitors; active means well fitted inhibition curve with a large enough effect; inconclusive means small, poorly fitted or top-dose-only effect; inactive means no such curve, though single readings can be large or run the other way; further: 0% is about no effect; nearly all actives have a fitted effect of over 70% in size
Target sequence (Q9UGL1 whole entry, looked up): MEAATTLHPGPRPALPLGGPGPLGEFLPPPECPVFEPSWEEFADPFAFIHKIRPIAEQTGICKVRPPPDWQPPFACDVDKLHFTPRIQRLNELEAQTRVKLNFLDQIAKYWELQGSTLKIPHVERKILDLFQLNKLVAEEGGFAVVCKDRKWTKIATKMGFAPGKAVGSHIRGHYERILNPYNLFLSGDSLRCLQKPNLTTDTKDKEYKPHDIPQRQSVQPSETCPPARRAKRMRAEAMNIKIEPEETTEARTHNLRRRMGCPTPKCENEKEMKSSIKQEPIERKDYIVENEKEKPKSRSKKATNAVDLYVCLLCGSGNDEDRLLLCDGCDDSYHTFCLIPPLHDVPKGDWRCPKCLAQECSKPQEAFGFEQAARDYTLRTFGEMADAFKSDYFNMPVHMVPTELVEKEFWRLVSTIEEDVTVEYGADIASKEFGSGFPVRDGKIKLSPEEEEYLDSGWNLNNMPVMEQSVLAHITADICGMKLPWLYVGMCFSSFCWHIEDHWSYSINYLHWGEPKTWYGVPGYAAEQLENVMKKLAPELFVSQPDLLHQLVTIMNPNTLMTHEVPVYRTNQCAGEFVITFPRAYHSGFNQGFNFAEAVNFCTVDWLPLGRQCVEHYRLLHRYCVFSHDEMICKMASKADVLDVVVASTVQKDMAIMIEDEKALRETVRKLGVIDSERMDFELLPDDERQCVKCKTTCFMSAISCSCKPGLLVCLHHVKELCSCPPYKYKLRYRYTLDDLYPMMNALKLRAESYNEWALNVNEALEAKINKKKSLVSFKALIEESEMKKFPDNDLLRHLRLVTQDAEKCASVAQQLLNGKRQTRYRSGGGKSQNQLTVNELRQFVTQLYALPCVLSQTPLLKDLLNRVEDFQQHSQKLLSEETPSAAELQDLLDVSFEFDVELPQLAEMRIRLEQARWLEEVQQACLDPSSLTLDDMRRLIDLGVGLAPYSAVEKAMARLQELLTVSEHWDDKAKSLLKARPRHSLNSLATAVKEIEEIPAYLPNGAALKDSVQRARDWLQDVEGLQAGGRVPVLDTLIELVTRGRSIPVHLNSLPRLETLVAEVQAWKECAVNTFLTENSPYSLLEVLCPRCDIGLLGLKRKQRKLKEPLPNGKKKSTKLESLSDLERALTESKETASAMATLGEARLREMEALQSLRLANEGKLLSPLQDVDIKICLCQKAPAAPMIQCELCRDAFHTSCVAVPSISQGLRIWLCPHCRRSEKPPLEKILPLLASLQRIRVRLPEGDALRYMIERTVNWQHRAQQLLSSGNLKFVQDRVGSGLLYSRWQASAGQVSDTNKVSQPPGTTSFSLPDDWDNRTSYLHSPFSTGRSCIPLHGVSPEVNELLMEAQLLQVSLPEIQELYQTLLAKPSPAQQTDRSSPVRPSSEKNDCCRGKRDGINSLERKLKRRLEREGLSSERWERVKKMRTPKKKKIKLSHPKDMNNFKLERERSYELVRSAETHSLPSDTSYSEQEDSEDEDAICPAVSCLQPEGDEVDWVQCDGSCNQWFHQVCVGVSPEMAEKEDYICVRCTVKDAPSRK
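Here, H3K4me3 peptide (12.5 µM in substrate mix) is demethylated by KDM5BΔAP, 200 nM final, after 10 min compound exposure. Formaldehyde product is coupled through FDH (0.25 U/mL in mix) to NADH fluorescence; 30-min ΔRFU feeds dose-response curves.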
* hit, by the source's call; ? = inconclusive; [ ] = remark or other dose. Potency means the concentration at half of the fitted maximal effect. Some of the compounds tested (hit frequency here may not be typical).

nr	compound	KDM5B inh
1	N#Cc1ccc(Oc2ccc(-c3ccccc3)cc2)cc1	7%
2	CC(=O)c1ccc(NC(=O)Cn2c(=O)n(-c3ccc(F)cc3)c(=O)c3c2cc(C)n3C)cc1	19%
3	CNC(=O)[C@H]1C[C@H](Oc2cccnc2)CN1C(=O)c1cccc(OC)c1	-8%
4	CC(=O)N1CCN(c2nc3c(s2)CC(C(=O)N2CCN(C4CCCC4)CC2)CC3)CC1 (centres undefined)	7%
5	CN1C(=O)[C@@H]2C[C@@H](CN2Cc2ccccc2F)Oc2ccccc21	-9%[86.2 µM]
6	CCCn1c(=O)[nH]c(=O)c2c1nc(-c1ccc(OC)cc1)n2CCOC	21%
7	COc1cc(OC)cc(C(=O)/C(=C/c2cccnc2)c2nc3ccccc3o2)c1	?
8	CCOc1cc(C(=O)NC2CCN(c3cc(-c4ccc(F)cc4)[nH]n3)CC2)cc(OCC)c1OCC	-11%
9	CCn1cc(C(=O)NCCC(=O)NC(C)C)c(=O)c2cc3c(cc21)OCO3	-20%
10	COc1ccc(S(N)(=O)=O)cc1C(=O)NCC(C)(C)N1CCCCC1	-7%
11	Cc1ccc(CNc2oc(-c3ccc(S(=O)(=O)N4CCc5ccccc5C4)cc3)nc2C#N)cc1	-4%
12	O=C(NC[C@H]1O[C@H](Cc2cc(-c3ccc(F)cc3)on2)CC[C@@H]1O)C1CCC1	7%[86.2 µM]
13	O=C(Sc1ccccc1)c1ccccc1	-13%
14	CCCCOc1ccc(C(=O)N2CCC[C@H]2c2nc(-c3ccc(F)cc3)no2)cc1	-20%
15	Clc1ccc(-c2nc3c4cnn(-c5ccccc5Br)c4ncn3n2)c(Cl)c1	11%
16	COC(=O)c1ccc(NC(=O)COc2cc(C)c(Cl)c(C)c2)cc1	-14%
17	CN1c2cc(C(=O)N3CCN(c4ccc(F)cc4)CC3)ccc2C(=O)N2CCCCCC21 (centres undefined)	?
18	COc1ccccc1C(=O)NC1CCN(c2cc(-c3ccccc3)[nH]n2)C1 (centres undefined)	?
19	CC1Cc2ccccc2N1C(=O)c1cccc(S(=O)(=O)Nc2ccccc2F)c1 (centres undefined)	4%
20	Cc1cccc(-n2cnc3cc(C(=O)NCc4ccc(F)cc4)ccc32)c1	13%
21	O=S(=O)(Nc1nc2ccccc2nc1NCCc1ccccc1)c1ccccc1	?
22	COCCOC1CCOC2(CCN(C(=O)c3cc(C)nn3C)CC2)C1 (centres undefined)	13%
23	CN(C)C1(c2nnnn2-c2cccc(C(F)(F)F)c2)CCCC1	3%
24	CC(C)CN1C(=O)c2cccn2CC1C(=O)NCCN1CCCCC1 (centres undefined)	-25%
25	Cc1cc2ccccc2n1CCNC(=O)c1ccc2ccccc2c1	-22%
26	CCc1nc(-c2c3n(c(=O)n(CC(=O)NCCCc4ccccc4)c2=O)CCCC3)no1	-15%
27	CCC(=O)N1CCc2cc(Br)cc(S(=O)(=O)N3CCN(c4ccc(C(C)=O)cc4)CC3)c21	-12%
28	CCOC(=O)c1oc2cc(OC(=O)c3ccco3)ccc2c(=O)c1-c1ccc(OC)cc1	-2%
29	Cc1cccc(C)c1Nc1c(-c2ccsc2)nc2cccc(C)n12	?
30	COc1ccc(C(=O)OCc2cc(=O)n3oc(C)cc3n2)cc1NC(=O)c1ccc(C(C)(C)C)cc1	-6%
31	COc1ccccc1-c1nc(C(=O)N(C)C)n2ccncc12	100µM*
32	Cc1ccc2c(c1)Cc1c(nc(-c3ccc(F)cc3)nc1SCC(=O)N1CCCCC1)O2	-5%
33	CCc1cc(=O)oc2cc(C)cc(OCC(=O)NCCN3CCOCC3)c12	?
34	O=C(c1nc2sccn2c1Br)N1CCC(N2CCCNC2=O)CC1	-23%
35	C=CCNC(=O)c1cccc2c(C)nnn12	32µM*
36	C/C(Cc1ccccc1)=N\NC(=O)CNC(=O)c1cccc(Cl)c1	18%
37	COc1ccc(-c2noc(CN(C)S(=O)(=O)c3ccc(C)cc3)n2)c(OC)c1	1%
38	COCCNC(=O)c1ccc2c(c1)N(C)C(CC(=O)N1CCC(C)CC1)CO2 (centres undefined)	20µM*
39	CCOC(=O)COc1ccc2c(=O)c(-c3ccc4c(c3)OCCO4)c(C(=O)OCC)oc2c1	-12%
40	CC(=O)Nc1nonc1-c1nnc(SCC(=O)Nc2ccccc2Cl)n1C	-7%
41	COc1ccc(C(=O)N2CCC3(CC2)CC(=O)Nc2ccccc2O3)cc1	15%
42	Cc1ccc(NC(=O)C2CCN(c3nn4c(=O)cc(C)nc4s3)CC2)cc1	-12%
43	Cc1ccc2nc(-c3cc(NC(=O)c4ccc5c(c4)OCCO5)ccc3Cl)oc2c1	?
44	COCCn1cc2c(c1-c1ccc(Cl)cc1)c(=O)n(C)c(=O)n2C	?
45	CCNC(=O)N[C@H]1[C@H](O)[C@H](O)C[C@@H]1c1ccc(C)cc1	-3%[115 µM]
46	CCN(CC)Cc1nc(C2(O)CCN(C)CC2)cs1	-11%[115 µM]
47	COc1ccccc1OCCNC(=O)C1CCN(c2cc(C(F)(F)F)ncn2)CC1	-15%
48	CCc1ccc2c(CN(C)CCOc3ccc(F)cc3)cc(=O)oc2c1	?
49	CC(C)(C)C(=O)Nc1ccc(-c2cc3cc(Cl)ccc3o2)cc1	-7%
50	COc1ccc(-c2nc(CCNC(=O)c3cccs3)cs2)cc1OC	?
51	O=C(c1cc(-c2ccc(Cl)cc2Cl)c2nncn2n1)N1CCOCC1	79µM*
52	CCOc1cc(/C=N/NC(=O)c2cc(-c3cccc(OC)c3)nc3ccccc23)ccc1O	183%[activator]
53	Cc1ccc(NC(=O)CN2CCc3sccc3C2c2cccs2)cc1S(=O)(=O)N(C)C (centres undefined)	2%
54	CCCN1C(C(=O)c2ccccc2)=C(OC(=O)COc2ccccc2)c2ccccc2S1(=O)=O	?
55	Cc1ccccc1C(=O)OCc1nc(N)c2ccccc2n1	-18%
56	CC(C#N)OC(=O)c1sccc1-c1ccccc1 (centres undefined)	11%
57	CNCCN1C(=O)CC[C@H]2CN(C(=O)Cc3c(C)noc3C)CC[C@H]21	-9%
58	CC(C)[C@@H](C(N)=O)N1CC[C@H]2CN(C(=O)Nc3ccccc3)CC[C@H]2CC1=O	18%[86.2 µM]
59	Cc1cccc(N(C(=O)c2snc(C(N)=O)c2N)C(C(=O)NCC2CCCO2)c2c[nH]c3ccccc23)c1 (centres undefined)	?
60	Cc1ccc(NC(=O)C(=O)NCC(c2ccc3c(c2)OCO3)N2CCOCC2)c(C)c1 (centres undefined)	5%

(list continues)
nr	compound	KDM5B inh
61	CCCNC(=O)NCc1nc(-c2ccc(OC)cc2)oc1C	?
62	Fc1ccc(-c2cnc3n[nH]c(-c4ccccc4)c3n2)cc1	32µM*
63	CC1(C)[C@H](Cc2cc(CN3CCOCC3)on2)C[C@@H]1NS(C)(=O)=O	-27%[86.2 µM]
64	CC(C)(C)C1CCC2(CC1)NC(=O)N(CC(=O)Nc1ccc3c(c1)OCCO3)C2=O (centres undefined)	4%
65	COc1ccc(-c2cc(C(F)(F)F)nc(SCCC(=O)Nc3ccc(O)cc3)n2)cc1	?
66	CCOc1ccc(-c2nnc(SCC(=O)Nc3cc(C)ccc3OC)o2)cc1	?
67	CN1CCCN(C(=O)c2nc3sccn3c2CN2C[C@]3(C)C[C@H]2CC(C)(C)C3)CC1	-35%
68	Cc1ccc(-c2nnc(Nc3ccc(O)cc3)c3ccccc23)cc1S(=O)(=O)N1CCCCC1	?
69	O=C(NC1CCCC1)C(Cc1ccccc1)NS(=O)(=O)c1ccc(Br)s1 (centres undefined)	17%
70	Cc1cccc(OCc2nc(C#N)c(NCCCN3CCOCC3)o2)c1	16%
71	C/C(=N/Nc1cccc(Cl)c1)c1ccccc1Br	-21%
72	O=C(CCc1cc(Cl)no1)N1CCCC(Cc2nncn2Cc2ccccc2)C1 (centres undefined)	-23%
73	Cc1ccc2c(c1)N1C(=O)OC[C@@H]1CCN(C(C)C)C2	?
74	O=S(=O)(c1ccccc1)c1cnc2cc3c(cc2c1N1CCN(Cc2ccccc2)CC1)OCCO3	-7%
75	COc1ccc(-n2c(=S)[nH]c(=O)c3cccnc32)cc1	16%
76	CCOc1c(OC)cccc1-c1nc2ccc(-c3ccc(OC)c(OC)c3OC)cc2o1	13µM*
77	Clc1ccc(C2Cn3nnc(-c4nc(-c5ccccn5)no4)c3CO2)cc1 (centres undefined)	-16%
78	COc1ccc(C(=O)Nc2ccc3c(c2)CN(Cc2cccc(OC)c2OC)C(=O)CO3)cc1OC	15%
79	COc1cc(F)ccc1-c1nc(N2CCOCC2)cc2c1CN(CC1CC1)C2=O	35µM*
80	CC(C)c1ccc2oc(=O)cc(CN3CCC(C(N)=O)CC3)c2c1	0%
81	COC(=O)N/N=C(\C)c1cccs1	-7%
82	O=c1c(-c2ccccc2Cl)c[nH]n1-c1ccccc1	34%[activator]
83	Cc1nc2c(Cl)cccc2c2c1CC(CBr)O2 (centres undefined)	42%
84	COc1cc(C(=O)OCCNC(=O)c2ccccc2)cc(OC)c1OC	13%
85	Nc1ccc(Sc2ccc(Cl)cc2)cc1	-21%
86	Cc1ccsc1CN1CCCN(S(C)(=O)=O)C(c2ccccc2)CC(=O)NCC1 (centres undefined)	-21%
87	O=C1Nc2ccc(-c3cccc(C(F)(F)F)c3)cc2C(=O)N2CCN(C(=O)c3ccccc3)C[C@H]12	?
88	COc1cncc([C@@H](NC2CSCCSC2)C2CC(O)C2)c1 (some centres undefined)	-15%
89	COc1ccc(-c2ccc3c(n2)CN(Cc2ccccc2F)C(=O)CO3)cc1OC	?
90	Cc1nn(Cc2ccccc2)c(C)c1CNS(=O)(=O)c1ccccc1	4%
91	COCc1ccc(CNC(=O)Cc2cccs2)cc1	-5%
92	NS(=O)(=O)c1ccc(NC(=O)N2c3ccccc3Sc3ccccc32)cc1	-11%
93	CNC(=O)NC(=O)C(C)Sc1nnc(-c2ccccc2Cl)n1-c1cccc(C(F)(F)F)c1 (centres undefined)	15%
94	O=C(c1ccc(=O)[nH]c1)N(CC1CCN(Cc2ccccc2F)CC1)CC1CCCO1 (centres undefined)	?
95	O=C1CCCN1C(=O)CSc1nc(Nc2ccccc2)c2ccccc2n1	10%
96	O=C(NCCc1ccccc1)C1CN(S(=O)(=O)c2cccnc2)CC12CCCCC2 (centres undefined)	-14%
97	O=C(NCCn1cc(SCc2ccc(F)cc2)c2ccccc21)c1c(F)cccc1F	-24%
98	CCC(C(=O)Nc1cccc(OC)c1)n1cnc2ccccc2c1=O (centres undefined)	8%
99	CC(C)NC(=O)CN1CCN(C(=O)c2cc(-c3ccccn3)nc3ccccc23)CC1	-20%
100	Cc1cccc(CN2CCCN(S(=O)(=O)c3ccccc3)CCC(=O)NCC2)c1	-4%

A run of entries taken from the entries so far, for reference:
nr	compound	KDM5B inh
55	Cc1ccccc1C(=O)OCc1nc(N)c2ccccc2n1	-18%
56	CC(C#N)OC(=O)c1sccc1-c1ccccc1 (centres undefined)	11%
57	CNCCN1C(=O)CC[C@H]2CN(C(=O)Cc3c(C)noc3C)CC[C@H]21	-9%
58	CC(C)[C@@H](C(N)=O)N1CC[C@H]2CN(C(=O)Nc3ccccc3)CC[C@H]2CC1=O	18%[86.2 µM]

6 compounds already listed, arranged by length of the SMILES, lowest first.
nr	compound	KDM5B inh
88	COc1cncc([C@@H](NC2CSCCSC2)C2CC(O)C2)c1 (some centres undefined)	-15%
90	Cc1nn(Cc2ccccc2)c(C)c1CNS(=O)(=O)c1ccccc1	4%
100	Cc1cccc(CN2CCCN(S(=O)(=O)c3ccccc3)CCC(=O)NCC2)c1	-4%
96	O=C(NCCc1ccccc1)C1CN(S(=O)(=O)c2cccnc2)CC12CCCCC2 (centres undefined)	-14%
94	O=C(c1ccc(=O)[nH]c1)N(CC1CCN(Cc2ccccc2F)CC1)CC1CCCO1 (centres undefined)	?
93	CNC(=O)NC(=O)C(C)Sc1nnc(-c2ccccc2Cl)n1-c1cccc(C(F)(F)F)c1 (centres undefined)	15%

(list continues)
nr	compound	KDM5B inh
101	O=C(O)C(Cc1ccccc1)NC(=O)C(Cc1ccccc1)NC(=O)C12CC3CC(CC(C3)C1)C2 (centres undefined)	15%
102	O=C(Nc1ccc(F)cc1F)C12CC3CC(CC(Cl)(C3)C1)C2	19%
103	C[C@H](NC(=O)C1CCC(CNC(=O)[C@@H]2CCCN2C(=O)OC(C)(C)C)CC1)C(=O)O (some centres undefined)	22%
104	CN1C(=O)C2(CCN(C(=O)c3ccc4c(c3)OCO4)C2)c2ccccc21 (centres undefined)	0%
105	CC(C)Cc1ccc(CN2CCC3(CC2)Cc2ccccc2CNC3=O)cc1	-6%[115 µM]
106	Cc1cccc2c1nc1n2[C@@H](CNC2CCC2)COC1	-26%[115 µM]
107	O=C(O)CCc1nc(C2CCOCC2)nn1CC1CCCCC1	-7%
108	COCc1cn2c(=O)n(C)cc(-c3ccnc(OC)c3)c2n1	32µM*
109	O=C(c1ccccc1F)N1CCC2(Cc3ccccc3NC2=O)C1 (centres undefined)	25%[86.2 µM]
110	COCC(=O)Nc1ccc(-c2c(-c3cccc(OC)c3)nn(-c3ccccc3)c2OC(C)=O)cc1	28µM*
111	COc1ccc2[nH]cc(CCNC(=O)C3CCN(c4nc(Cl)nc5nc[nH]c45)CC3)c2c1	?
112	Cc1ccc(CN2CCC(N3CC(OCC4CC4)C34CCOCC4)CC2)s1 (centres undefined)	?
113	FC(F)(F)c1cnc(N2CCSCC2)c(Cl)c1	15%
114	O=C(c1cc(F)ccc1F)N1CCC(n2cc(-c3nc(-c4ccccc4)no3)nn2)C1 (centres undefined)	28%
115	CC(NC(=O)c1cc(-c2ccc(Br)cc2)n[nH]1)c1ccc(F)cc1 (centres undefined)	16%
116	O=C(CC12CC3CC(CC(C3)C1)C2)NCC(=O)OCC(=O)N1CC(=O)Nc2ccccc21	19%
